Screens (PubChem)
LDHA inh: LDHA (human) enzyme inhibition | purified LDHA, NADH/diaphorase-resazurin fluorescence; hits give low values | activity change, % (values are at about 110 or 230 µM) | 480,000 compounds, 0.15% hits | P00338; in the data active = activity change below about -30%; inconclusive = mostly about -25% to -30%;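 note: plate controls were DMSO wells for no effect and wells without enzyme for full effect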
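Human LDH5 (2 nM) was incubated with 0.06 mM NADH and 0.2 mM pyruvate for 5 min at room temperature in Tris pH 7.4. Remaining NADH was coupled through diaphorase/resazurin, and resorufin fluorescence was read at 0 and 20 min.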
The depositor's hits bear a star; ? = inconclusive; & = joins results of further samples.

LDHA inh	structure
70	CC(C)C(=O)NC(Nc1cccc2ccccc12)C(Cl)(Cl)Cl (stereo not drawn)
3	CC(=O)N(C)c1ccc(NC(=O)Cn2cnc3c2c(=O)n(C)c(=O)n3C)cc1
4	CN(Cc1cnn(C)c1)C(=O)c1cc(-c2ccccc2)nc2ccccc12
3	CC(=O)N1CCc2cc(S(=O)(=O)Nc3ccc(C)c(C)c3)ccc21
-2	Nc1cccc2c1C(=O)NC2
5	O=C(NC1CCCC1)c1ccc(I)cc1
-4	CCn1cnc2c1c(=O)n(CC(=O)NC(C)c1ccco1)c(=O)n2Cc1ccccc1 (stereo not drawn)
-3	CC(C)(C)C1CCC(NC(=O)c2ccncc2)CC1 (stereo not drawn)
-1	CC(C)N1CCc2c(-c3nc4ccccc4s3)csc2C1
7	O=C1c2ccccc2C(c2nnnn2Cc2ccccc2)N1CCCN1CCOCC1 (stereo not drawn)
-4	Cc1cccc(/C=C(/C#N)c2ccc(C(F)(F)F)cn2)c1
-10	Cc1cccc(C)c1NC(=O)C(c1ccccc1)N1CCN(C)CC1 (stereo not drawn)
14	Cc1ccc(CNC(=O)c2ccc3nc(-c4ccccc4)c(-c4ccccc4)nc3c2)cc1
2	Cc1cc(C)n(C(=O)c2cn(C)nc2S(=O)(=O)N2CCN(c3ccc(Cl)cc3)CC2)n1
13	N#Cc1ccccc1Sc1ccccc1C(=O)OCC(=O)c1ccc2c(c1)OCCO2
-3	O=C(Nc1ccc(F)cc1)c1ccc(S(=O)(=O)C2CCS(=O)(=O)C2)cc1 (stereo not drawn)
2	CC(C)CCN1C(=O)c2ccc(-c3nc4ccccc4o3)cc2C1=O
9	Cc1ccc(S(=O)(=O)CC(=O)c2ccc(F)cc2)cc1C
7	O=C(c1cc(-c2ccccc2)on1)N1CCOCC1
6	O=C1c2ccccc2C(c2nnnn2-c2ccc3c(c2)OCCO3)N1CCOc1ccccc1 (stereo not drawn)
0	COc1ccccc1NC(=O)c1nn(-c2ccccc2)c(=O)c2ccccc12
5	Cc1ccc2c(c1)-c1ccccc1C2=O
-2	O=C(CCS(=O)(=O)C/C=C/c1ccccc1)Nc1ccc(F)cc1
6	COc1ccc(-c2ocnc2C(=O)Nc2ccc(Cl)cc2)cc1OC
0	Cc1ccccc1NC(=O)COC(=O)COc1ccccc1

Among those listed so far, 7 contain sulfur:
LDHA inh	structure
3	CC(=O)N1CCc2cc(S(=O)(=O)Nc3ccc(C)c(C)c3)ccc21
-1	CC(C)N1CCc2c(-c3nc4ccccc4s3)csc2C1
2	Cc1cc(C)n(C(=O)c2cn(C)nc2S(=O)(=O)N2CCN(c3ccc(Cl)cc3)CC2)n1
13	N#Cc1ccccc1Sc1ccccc1C(=O)OCC(=O)c1ccc2c(c1)OCCO2
-3	O=C(Nc1ccc(F)cc1)c1ccc(S(=O)(=O)C2CCS(=O)(=O)C2)cc1 (stereo not drawn)
9	Cc1ccc(S(=O)(=O)CC(=O)c2ccc(F)cc2)cc1C
-2	O=C(CCS(=O)(=O)C/C=C/c1ccccc1)Nc1ccc(F)cc1

4 of the entries above in order of the LDHA inh value, highest first:
LDHA inh	structure
70	CC(C)C(=O)NC(Nc1cccc2ccccc12)C(Cl)(Cl)Cl (stereo not drawn)
5	Cc1ccc2c(c1)-c1ccccc1C2=O
0	Cc1ccccc1NC(=O)COC(=O)COc1ccccc1
-3	CC(C)(C)C1CCC(NC(=O)c2ccncc2)CC1 (stereo not drawn)

Other compounds:
LDHA inh	structure
2	CC(NC(=O)c1cc(=O)c2ccccc2o1)C(=O)N1CCOCC1 (stereo not drawn)
-8	CC(C)CNC(=O)NC(=O)CSc1nnc(COc2ccccc2Cl)o1
1	COc1cccc(CNC2CCCCCC2)c1OC
?	O=C(Nc1ccncc1)c1ccc(COc2cc(Cl)ccc2Cl)cc1
-1	C#CCNC(=O)C[C@@H]1C[C@@]2(C(=O)OC)CCCCC=C2N(Cc2cccc3ccccc23)C1=O
5	CCCCCn1c(SCCCc2ccccc2)nc2c1c(=O)[nH]c(=O)n2C
-21	Cc1ccc(N2CCN(S(=O)(=O)c3ccccc3Cl)CC2)cc1Cl
2	COC(=O)[C@]12CCCCC=C1N(Cc1ccccc1)C(=O)[C@H](CC(=O)NCc1cccc3ccccc13)C2
-4	Cc1ccc(S(=O)(=O)N2CCN(C(=O)c3cc4cc(C)ccc4nc3C)CC2)c(C)c1
1	CCCCN(CC)C(=O)CCNC(=O)Cn1cnc2sc3c(c2c1=O)CCCC3
-9	CNC(C)c1cccs1 (stereo not drawn)
6	COCC(C)NC(=O)CSc1cc(C)c2cccc(C)c2n1 (stereo not drawn)
-5	c1ccc(-c2ccc(Oc3nc(-c4ccccc4)cs3)cc2)cc1
-11	CCOCCn1c(N2CCC(Cc3ccccc3)CC2)nc2c1c(=O)[nH]c(=O)n2C
5	Cc1ccc(CNC(=O)[C@H](CC(C)C)NC(=O)N2CCn3c2nc2ccccc23)cc1
-9	CCCCn1nc(C(=O)Nc2ccc(OCC(=O)NCC)cc2)c2ccccc2c1=O
-4	O=C(O)c1cc(Cl)c(Cl)cc1C(=O)O
8	NCC1CCN(C2CCCCC2)CC1
5	C[N+](C)(N)CC(=O)[O-]
7	CCOc1ccccc1N1CCN(CC(=O)Nc2ccc(C)cc2F)CC1
-13	CCCNC(=O)c1cc2ccc(OC)cc2nc1C
2	COc1ccc2cc(CNC(=O)c3ccc4c(c3)NC(=O)CCS4)ccc2c1
-23	CC(C)NC(=O)CC1(C(=O)NCc2ccc(F)cc2)CCCC1
2	CCCCCCCc1ccc(-c2ccc(OC)cc2)nc1
12	COc1cccc(Oc2c(C)oc3cc(OCc4ccc(F)cc4)ccc3c2=O)c1
5	CC(=O)N(c1cccc(C(F)(F)F)c1)c1nc(CSc2nnc(C3CC3)n2C2CC2)cs1
-2	O=c1c2c(-c3cccs3)csc2nc(CN2CCOCC2)n1CCOc1ccccc1F
10	c1ccc(-n2nnnc2CSc2nnc(N3CCCCC3)n2-c2ccccc2)cc1
-1	O=C(O)c1ccccc1C(=O)c1cc(Cl)ccc1Cl
5	COCCn1cnc2c1c(=O)n(CC(=O)Nc1c(C)cc(C)cc1C)c(=O)n2Cc1ccccc1
3	Cc1nnc(NC(=O)CSc2nnc(C3CC3)n2C(C)C)s1
1	Cc1ccc(-c2ccc(OCC(=O)Nc3ccc(C(=O)N(C)C)cc3)cc2)cc1
3	COC(=O)c1ccc(NC(=O)C(NC(=O)c2ccccc2)C(C)C)c(C)c1 (stereo not drawn)
-10	Cc1cc(C)c2oc(C(=O)Nc3nnc(SCc4ccccc4F)s3)cc(=O)c2c1
1	CC(C)c1ccc(C(=O)NCCC2=CCCCC2)cc1
-10	O=C(OCC1CCCO1)c1ccc(O)cc1 (stereo not drawn)
5	COc1c(CNC(C)c2nnc3n2CCCCC3)c(C(C)C)nn1C (stereo not drawn)
-4	Cc1ccc(CSc2ncc(CO)n2CC(=O)NC2CCCC2)cc1
5	CCc1cccc(C)c1NC(=O)Cn1ccn(-c2ccccc2)c(=O)c1=O
-5	Cc1ccccc1-c1cc(C(=O)NCCC(c2ccccc2)c2ccccc2)c2ccccc2n1
-9	O=C(c1cc2ccccc2oc1=O)N1CCN(S(=O)(=O)c2ccc(F)cc2)CC1
9&18	Cc1c(O)ccc2c(CN3CCN(C)CC3)cc(=O)oc12
-1	O=C(NCc1ccc(CN2CCCC2)cc1)c1cc(S(=O)(=O)N2CCCC2)ccc1Cl
0	CCOC(=O)c1cnc2ccc(C(=O)OC)cc2c1Nc1ccc(C(C)=O)cc1
-7	COc1ccc2nc(C)c(C(=O)Nc3cc(C)ccn3)cc2c1
4	Cc1cc(C)c(NC(=O)CN(C)C(=O)c2cc3cc(C)ccc3nc2C)c(C)c1
6	CC(C)=CC1C(C(=O)Nc2ccccc2OC(F)(F)F)C1(C)C (stereo not drawn)
1	CCc1ccc(Nc2c3c(nc4ccccc24)CCC3)cc1
0	CC(=O)Nc1ccc(NC(=O)c2cc(C(C)C)nc3ccccc23)cc1
5	Cc1ccc(C)c(N2CCN(C(=O)c3ccc4c(c3)nc3n4CCCC3)CC2)c1

(next part)
LDHA inh	structure
7	Cc1ccc(C2=C(O)C(=O)N(Cc3cccnc3)C2c2cccc(Cl)c2)cc1 (stereo not drawn)
5	COc1ccc(C)cc1NC(=O)C1CCCN(c2ncnc3onc(-c4ccc(F)cc4)c23)C1 (stereo not drawn)
-17	Cc1n[nH]c(C)c1S(=O)(=O)Nc1ncn(Cc2ccc(F)cc2)n1
-2	COC(CNC(=O)c1cc(-c2ccccc2)nc2ccccc12)OC
3	CC(C)(C)NC(NC(=O)c1ccco1)C(Cl)(Cl)Cl (stereo not drawn)
-1	Cc1ccc(/C=N\NC(=O)c2ccc(C)cc2)cc1
0	Nc1nccnc1C(=O)NCc1ccc(NC(=O)c2ccco2)cc1
-11	COc1cccc(-c2noc(-c3ccc(S(=O)(=O)N4CCCC4)o3)n2)c1
-6	CCC(=O)N1N=C(c2ccc(NS(C)(=O)=O)cc2)CC1c1ccc(F)cc1 (stereo not drawn)
-1	CC(NC(=O)CC1C=CCC1)C1CCCO1 (stereo not drawn)
10	COc1ccccc1C(=O)CC1(O)C(=O)N(Cc2ccccc2)c2ccc(Br)cc21 (stereo not drawn)
7	Cc1cc(N2CCCC2)nc(N2CCN(C(=O)Nc3ccccc3)CC2)n1
-19	C/C(=N/Nc1ccc(Cl)cc1)c1ccc(Br)s1
0	O=C(CCNc1nc(Cl)nc2nc[nH]c12)NCCc1c[nH]c2ccc(Cl)cc12
19	COC(=O)c1c(C)[nH]c(C(=O)N2CCCCCC2c2ccc(OC)cc2)c1C (stereo not drawn)
-22	O=C(c1cc(-c2cccs2)nc2ccccc12)N1CCN(CCN2CCCC2)CC1
7	CC(NC(=O)/C(C#N)=C\c1ccccc1)C12CC3CC(CC(C3)C1)C2 (stereo not drawn)
2	CCOc1ccccc1C(=O)Nc1ccc(C(F)(F)F)oc1=O
8	CN(Cc1cccc(Cl)c1)C(=O)C1CCN(c2ccc(C(F)(F)F)cn2)CC1
1	CCCNC(=O)C(C)Sc1ncc(-c2ccc(Cl)cc2)o1 (stereo not drawn)
8	CS(=O)(=O)Nc1ccccc1CNC(=O)C1CCC1
6	CCCNC(=O)CSCc1cccs1
10	COc1ccc(-c2noc(CN(C)S(=O)(=O)c3ccc(C)cc3)n2)c(OC)c1
-17	Cc1cc(S(=O)(=O)Nc2ccc(Cl)c(C(F)(F)F)c2)sc1C(=O)O
1	COc1cc(-c2ccc3ncnc(NCc4nc(C)cs4)c3c2)cc(OC)c1OC
-3	COC(=O)[C@@]12C[C@@H](CC(=O)N3CCCC3)C(=O)N(Cc3cccc4ccccc34)C1=CCC(C)(C)C2
2	O=C(Nc1ccc(N2CCCC2=O)cc1)c1ccc(Cl)cc1N1CCCC1=O
6	N#Cc1ccc(COC(=O)c2cccnc2N2CCOCC2)cc1
2	O=C(NCCc1cccnc1)C1CC2CCC1C2 (stereo not drawn)
2	O=C(CSc1nc(-c2ccc(F)cc2)cc(C(F)(F)F)n1)NC1CCCCC1
2	CC(c1cc2ccccc2o1)N(C)Cc1nc(-c2ccc(F)cc2)no1 (stereo not drawn)
4	S=C(NCCc1cccs1)Nc1ccc(Cl)cc1Cl
1	CC(C)(C)C(=O)COC(=O)c1ccccc1SCC(=O)NCC1CCCCC1
-4	O=C1c2ccccc2C(=O)N1c1ccc2ccccc2n1
-3	O=C(Nc1cccc2[nH]ccc12)C(=O)NC1CCCC1
2	CC1CC1C(=O)Nc1cc(C(C)(C)C)ccc1O (stereo not drawn)
3	CCNCc1ccc(OCc2cccs2)c(OC)c1
-3	CCC(C)NC(=O)c1cc2cc(OC)ccc2oc1=O (stereo not drawn)
10	COc1ccc(-c2cc(=O)oc3cc(C)cc(OCC(=O)OC(C)C)c23)cc1
6	CC1Cc2[nH][nH]c(=O)c2C(C2CC2)O1 (stereo not drawn)
1	O=C(c1cc2c(s1)CCCCC2)N1CCN(c2nccs2)CC1
3	COc1cc(Cl)c(C)cc1-n1cc(C(=O)c2cc(Br)ccc2O)cc(C#N)c1=O
-1	Cc1ccccc1OCCn1c(CN2CCCCC2)nc2ccccc21
-3	Cn1nc(-c2ccc(N3CCOCC3)c(NC(=O)COc3ccccc3)c2)c2ccccc2c1=O
-3	Cc1c(C)n2c3c(=O)[nH]c(=O)n(C)c3nc2n1CCNc1ccc(Cl)cc1
12	CCOc1cc(C)c(Cl)cc1S(=O)(=O)NCCO
-2	Fc1cccc(CNCCN2CCCC2)c1
10	COC(=O)C[C@@H]1C=C[C@@H](NC(=O)c2ccc3c(c2)OCO3)[C@@H](CO)O1
3	COc1ccc(Cn2c(CO)cnc2SCC(=O)Nc2ccc(F)cc2F)cc1
4	N#Cc1c(-c2ccccc2)cc(-c2cccs2)nc1S(=O)Cc1ccccc1 (stereo not drawn)

Reprinted from the part before: two entries, followed by the next part.
LDHA inh	structure
3	COc1ccc(Cn2c(CO)cnc2SCC(=O)Nc2ccc(F)cc2F)cc1
4	N#Cc1c(-c2ccccc2)cc(-c2cccs2)nc1S(=O)Cc1ccccc1 (stereo not drawn)
-13	O=C(Nc1ccc(Cl)cc1Cl)c1ccc2ccccc2n1
-20	Cc1nc(SCc2coc(-c3cccc(F)c3)n2)n[nH]1
-2	CC(C)Cc1ccc(C(=O)/C=C/c2ccc(C(=O)O)cc2)cc1
-3	O=C1CCCC2=C1C(c1cccc(Cl)c1Cl)n1nnnc1N2 (stereo not drawn)
10	O=C(N/N=C/c1ccccc1)C1CC1
4	C(=N\N=C(c1ccccc1)c1ccccc1)/c1cn[nH]c1-c1ccccc1
-1	CCN1CCN(C(=O)CCCN(c2cccc(C)c2)S(C)(=O)=O)CC1
8	O=C(NC1CCCC1)C(Cc1ccccc1)NS(=O)(=O)c1ccc(Br)s1 (stereo not drawn)
-2	CCC(C)c1ccc(-c2nc3ccccc3c(C(=O)O)c2C)cc1 (stereo not drawn)
2	Cc1cccc(-c2ccccc2C(=O)O)c1

Only part of the results is shown; rates above refer to the full screens.
